From PubChem BioAssay
Cardio protect = modulators protecting cardiomyocytes from myocardial damage. actives 0.63% (n = 360,000). AID 588492. H9c2 cardiomyocytes, H2O2 injury protection, ATPLite, 2 h. protection from H2O2 cell death, % at 20 µM;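 active means compounds giving at least 50% protection of heart cells from peroxide-induced death in the single-dose screen, raw or plate-pattern-corrected value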;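 further: 0% = DMSO wells with peroxide and 100% = DMSO wells without peroxide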
CaV13 ICDI inh = Disruptors of the CACNA1D IQ motif to Ca2+-dependent inactivation inhibitor domain association, primary screening, Förster resonance energy transfer in intact living …; HEK cells, CFP/YFP FRET ICDI-IQ, plate reader, 10 min; percent FRET-ratio fall versus neutral wells; inhibition, % at 12.3 µM; actives 0.098% (n = 340,000); AID 743397;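 active means mean replicate inhibition of at least 30% and at least 1% of replicates passing that level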;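 further: 0% = median of the neutral control wells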
m5-HT2A agonist = activates the mouse 5-HT2A serotonin receptor; AID 624169; activation, % at 7.6 µM; actives 0.66% (n = 360,000); CHO-K1 mHTR2A beta-arrestin complementation, luminescence; percent of 30 µM serotonin response; P35363;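 active means activation above a run cutoff, the mean activation of all tested compounds plus 3 SD, cut at about 14% in these data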;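 further: 0% = plate median of compound wells and 100% = 30 µM serotonin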
Target sequence (P35363 whole entry, looked up): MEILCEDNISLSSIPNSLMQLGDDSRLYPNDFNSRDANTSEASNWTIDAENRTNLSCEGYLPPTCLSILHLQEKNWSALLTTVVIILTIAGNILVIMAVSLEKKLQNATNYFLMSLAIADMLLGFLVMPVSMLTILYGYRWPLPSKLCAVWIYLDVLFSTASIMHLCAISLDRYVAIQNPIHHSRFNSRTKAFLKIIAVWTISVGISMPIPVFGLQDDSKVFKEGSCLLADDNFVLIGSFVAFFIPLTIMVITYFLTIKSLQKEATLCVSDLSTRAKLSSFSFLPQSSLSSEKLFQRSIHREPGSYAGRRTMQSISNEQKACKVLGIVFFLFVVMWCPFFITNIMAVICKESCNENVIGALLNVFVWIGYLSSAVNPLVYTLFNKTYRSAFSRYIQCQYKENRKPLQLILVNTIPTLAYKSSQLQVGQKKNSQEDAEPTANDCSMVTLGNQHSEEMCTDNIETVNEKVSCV
Peg3 prom inh = Peg3 promoter activity inhibition | inhibition, % at 20 µM | AID 588405 | HeLa PEG-Prom luciferase reporter, luminescence, overnight | actives 1.7% (n = 360,000);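 active means inhibition of at least 50% at 20 µM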
MITF TRPM1 inh = reduces MITF-dependent TRPM1 promoter luciferase signal; SK-MEL-5 TRPM1 promoter luciferase, 24 h; inhibition, % at 12.5 µM; actives 0.83% (n = 330,000); AID 488899;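 active means mean inhibition across replicates of 60% or more, whatever share of single replicates reaches that level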; further: values of inactives mirror those of a sister screen read the other way
HIF-2a block = blocks HIF-2a reporter activity; 786-0 RCC cells HIF-2a reporter, luciferase luminescence, overnight; inhibition, % at 18.8 µM; actives 0.72% (n = 360,000); AID 624352;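 active means inhibition of the luminescence signal of 40% or more relative to plate controls, in a single-dose primary screen at 18.75 µM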
NR2E3 ag-1 = human photoreceptor-specific nuclear receptor agonism. Q9Y5X4. CHO-S Gal4-NCOR/VP16-NR2E3 two-hybrid, luciferase. inhibition of corepressor binding, % at 3.98 µM. actives 0.35% (n = 360,000). AID 602229;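 active means inhibition above the mean of all tested compounds plus 3 SD, cut at about 70% in these data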;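 further: 0% = DMSO with NR2E3 transfected cells and 100% = cells lacking NR2E3 construct; higher means lower luciferase signal from less NR2E3 corepressor binding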
iPSC survival up = hiPSC single-cell survival enhancement. AID 602274. actives 0.044% (n = 360,000). survival enhancement, % at 20 µM. ATPlite luminescence; 100% = ROCK inhibitor wells, 0% = DMSO; in the data active means survival enhancement above about 18%;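 further: cells exposed to compounds for 16 hours before the ATP read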
NR2E3 ag-2 = activates human photoreceptor nuclear receptor NR2E3; Q9Y5X4; GST-NR2E3/biotin-RetCOR TR-FRET, 1536-well; inhibition of corepressor binding, % at 4.78 µM; actives 0.12% (n = 320,000); AID 2300;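 active means percent inhibition above the cutoff of mean plus 3 SD of all tested compounds, set per screening campaign, cut at about 20% in these data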;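 further: 0% = DMSO wells and 100% = biotin wells as full block of FRET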
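system = GST-tagged NR2E3 plus biotinylated RetCOR corepressor | input = 1.35 nM GST-NR2E3 | also added = 7 nM biotin-RetCOR | schedule = 5 h incubation at 4 °C | measured by = TR-FRET with europium anti-GST and streptavidin-D2, 340 nm excitation | read-out = percent loss of FRET ratio relative to control wells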
PDI inh = PDI (human) enzyme inhibition. P07237. actives 0.052% (n = 350,000). inhibition, % at 10 µM. PDI insulin aggregation turbidity, A650, 90 min;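 active means mean inhibition across replicates of 30% or more, whatever share of single replicates reach that level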;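 further: absorbance from insulin aggregation driven by PDI reduction with DTT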
Target sequence (P07237 whole entry, looked up): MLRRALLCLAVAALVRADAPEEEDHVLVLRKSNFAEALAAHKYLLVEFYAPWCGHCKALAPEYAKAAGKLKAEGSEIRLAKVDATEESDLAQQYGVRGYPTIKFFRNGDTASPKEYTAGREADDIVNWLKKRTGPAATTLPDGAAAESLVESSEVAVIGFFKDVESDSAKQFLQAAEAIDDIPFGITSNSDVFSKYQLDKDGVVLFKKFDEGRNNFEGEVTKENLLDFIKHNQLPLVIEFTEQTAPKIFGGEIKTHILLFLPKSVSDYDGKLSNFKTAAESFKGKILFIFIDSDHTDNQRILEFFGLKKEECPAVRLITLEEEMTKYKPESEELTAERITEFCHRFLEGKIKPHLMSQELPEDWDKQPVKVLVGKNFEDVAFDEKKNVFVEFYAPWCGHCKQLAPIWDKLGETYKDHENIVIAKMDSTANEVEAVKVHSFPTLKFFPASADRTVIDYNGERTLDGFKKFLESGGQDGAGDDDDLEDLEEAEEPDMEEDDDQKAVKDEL
Shn3 3UTR inh = reduces Shn3 3'UTR luciferase signal in osteoblasts. Clone20 osteoblast Shn3 3'UTR firefly luciferase, 24 h. inhibition, % at 12.5 µM. actives 0.52% (n = 360,000);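 active means mean inhibition of at least 75% with every replicate also reaching 75%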;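 further: 0% = median of neutral control wells and 100% = pilot-screen positive control compound; some compounds past the cut are filed as inactive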
Starred values were filed as active, the others as inactive; / = no result given.

smiles,Cardio protect,CaV13 ICDI inh,m5-HT2A agonist,Peg3 prom inh,MITF TRPM1 inh,HIF-2a block,NR2E3 ag-1,iPSC survival up,NR2E3 ag-2,PDI inh,Shn3 3UTR inh
c1ccc(CNn2nnc3ccccc32)cc1,2.6,-9.2,1.9,-216.9,/,-231.0,-63.8,-1.7,/,/,-75.7
Cc1cccn2c(=O)c3cc(C(=O)NCc4cccnc4)c(=N)n(CC4CCCO4)c3nc12 (stereo unspecified),6.5,27.4,-0.2,3.9,1.6,10.4,-24.5,0.5,5.1,3.3,5.1
CCCN(CCC)CC(C)(C)NS(=O)(=O)c1ccc(Cl)cc1,-4.0,0.0,4.5,11.6,11.8,9.3,-7.0,1.2,0.9,-3.4,-4.7
CCN(CC)S(=O)(=O)c1ccc(N2CCOCC2)c(NC(=O)c2cccc(C#N)c2)c1,15.1,-19.1,9.2,10.6,-13.4,16.4,15.8,0.8,-7.7,6.3,-5.3
CC(C)CC(=O)Nc1ccc(-c2nc3ccccc3c(=O)o2)cc1,-7.0,-1.6,9.7,3.2,9.0,-66.1,-27.3,-1.9,2.6,1.1,10.4
CC/C(CC(C)(C)c1ccccc1)=N\O,8.2,-5.1,-2.5,19.8,3.8,13.5,-7.5,-0.7,-3.8,8.7,-6.9
CCN(C(=O)COc1ccc(F)cc1Br)c1c(N)n(Cc2ccccc2)c(=O)[nH]c1=O,1.7,-3.4,3.0,9.5,15.1,14.6,-20.6,-0.6,0.7,-4.6,-9.8
CCOc1ccc(N(CC(=O)N2CCN(Cc3ccccc3)CC2)S(C)(=O)=O)cc1,-2.1,-4.5,-1.7,16.5,-0.4,14.8,13.3,-0.2,-0.3,-12.9,0.9

smiles,Cardio protect,CaV13 ICDI inh,m5-HT2A agonist,Peg3 prom inh,MITF TRPM1 inh,HIF-2a block,NR2E3 ag-1,iPSC survival up,NR2E3 ag-2,PDI inh,Shn3 3UTR inh
Cc1cc2c3ccccc3ncn2n1,4.0,-17.8,-2.7,-24.4,-9.3,-16.4,18.2,-0.3,-1.7,-5.7,15.9
CCOc1ccc(N(CC)C(=O)Cc2c(C(=O)O)n(C)c3ccccc23)cc1,2.6,-20.0,5.4,18.0,5.2,19.8,-21.4,-0.5,-4.4,-6.4,-21.9
COc1ccc([N+](=O)[O-])cc1NC(=O)/C=C/C(=O)O,-0.9,-4.7,3.5,13.1,10.0,11.1,-0.7,0.0,0.8,1.0,9.3
O=C(CNC(=O)c1nc[nH]c1C(=O)NCC(=O)OCc1ccccc1)OCc1ccccc1,96.4*,11.3,0.5,35.1,4.1,-8.1,3.6,-0.9,5.4,-0.6,5.2
O=C(CSc1nnnn1Cc1ccccc1)NCCc1ccccc1,8.6,0.6,-0.3,6.6,4.8,-1.4,-13.9,-2.8,-0.9,2.2,16.5
Cc1cc(C)n2nc(SCC(=O)Nc3ccc(O)cc3)nc2n1,-2.5,-3.0,8.1,12.8,4.4,3.8,-31.6,-0.2,2.5,9.5,14.3
CC(C)(C)c1ccc(C(=O)Cn2cnnc2C#N)cc1,-1.7,-3.7,-1.1,-24.9,-18.9,-50.1,-17.1,0.2,5.2,4.4,-11.7
Cc1ccccc1Cn1ccc(NC(=O)c2onc(C)c2Cl)n1,-3.3,-6.8,1.2,-199.3,-63.2,-211.9,-45.2,1.5,8.6,-6.2,3.0

smiles,Cardio protect,CaV13 ICDI inh,m5-HT2A agonist,Peg3 prom inh,MITF TRPM1 inh,HIF-2a block,NR2E3 ag-1,iPSC survival up,NR2E3 ag-2,PDI inh,Shn3 3UTR inh
CC(C)(C)S(=O)(=O)c1ccccc1-c1noc(-c2ccccc2)c1C(N)=O,-0.8,-18.3,-2.2,11.6,/,18.4,-2.9,0.6,-2.7,-3.8,-17.0
O=C(/C=C/c1ccccc1[N+](=O)[O-])OCC(=O)c1ccccc1,-3.9,-3.9,-5.0,-107.5,-27.5,-79.8,0.5,1.7,-0.7,-4.8,6.3
CC(C)Sc1sc(C(=O)O)c(-c2ccc(Cl)cc2)c1C#N,1.7,-4.5,-2.9,1.3,3.9,20.4,-9.7,0.4,-3.6,-2.6,21.1
O=S(=O)(Nc1ccc(N2CCOCC2)cc1)c1ccc(F)cc1,7.5,/,-3.5,14.6,-0.9,17.1,-5.4,0.3,4.5,-7.4,3.4
O=C(COC(=O)CCc1nc2ccccc2s1)NC(=O)NCc1ccco1,9.4,-7.1,1.2,-1.2,13.4,16.4,4.3,-0.6,-2.1,2.4,-71.6
COc1cccc(NC(=O)CN(C)C(=O)c2ccc3ccccc3c2)c1,3.9,-8.5,-1.0,-7.8,-0.7,-1.4,-6.4,-1.3,-4.4,0.4,-25.8
O=C(Oc1cncc(Cl)c1)c1ccco1,-4.4,-8.4,-3.5,-19.2,-5.0,-6.2,-0.6,5.5,1.5,2.5,-8.8
CCC(C)Sc1nnc(Cc2cc(=O)[nH]c(=O)[nH]2)n1-c1ccc(OC)cc1 (stereo unspecified),3.9,-12.2,-1.6,-8.6,2.3,-0.9,11.4,6.5,8.7,-2.1,-6.4

Shown with two lines to a compound: four of the compounds above
Each structure is followed by: Cardio protect	CaV13 ICDI inh	m5-HT2A agonist	Peg3 prom inh	MITF TRPM1 inh	HIF-2a block	NR2E3 ag-1	iPSC survival up	NR2E3 ag-2	PDI inh	Shn3 3UTR inh
Cc1ccccc1Cn1ccc(NC(=O)c2onc(C)c2Cl)n1
→ -3.3	-6.8	1.2	-199.3	-63.2	-211.9	-45.2	1.5	8.6	-6.2	3.0
CC(C)(C)S(=O)(=O)c1ccccc1-c1noc(-c2ccccc2)c1C(N)=O
→ -0.8	-18.3	-2.2	11.6	/	18.4	-2.9	0.6	-2.7	-3.8	-17.0
O=C(/C=C/c1ccccc1[N+](=O)[O-])OCC(=O)c1ccccc1
→ -3.9	-3.9	-5.0	-107.5	-27.5	-79.8	0.5	1.7	-0.7	-4.8	6.3
CC(C)Sc1sc(C(=O)O)c(-c2ccc(Cl)cc2)c1C#N
→ 1.7	-4.5	-2.9	1.3	3.9	20.4	-9.7	0.4	-3.6	-2.6	21.1

(continued)
smiles,Cardio protect,CaV13 ICDI inh,m5-HT2A agonist,Peg3 prom inh,MITF TRPM1 inh,HIF-2a block,NR2E3 ag-1,iPSC survival up,NR2E3 ag-2,PDI inh,Shn3 3UTR inh
CCc1ccc(OCC(=O)NC(NC(=S)Nc2ccc(Cl)cc2)C(Cl)(Cl)Cl)cc1 (stereo unspecified),-10.4,-5.1,-0.2,51.6*,30.4,14.6,-21.6,-0.6,-1.6,-2.6,86.3*
CCOc1ccc(C(c2c(C)n(C)n(-c3ccccc3)c2=O)c2c(C)n(C)n(-c3ccccc3)c2=O)c(O)c1,2.7,-20.5,5.6,3.6,13.4,19.3,6.5,0.1,0.6,-10.2,-7.3
COC(=O)c1c(NC(=O)c2ccc(C)cc2)csc1C,-3.4,-4.3,1.7,-51.5,-4.5,-117.4,-35.1,0.5,-0.7,-0.4,-9.4
O=C(O)c1ccc(CNCc2cccc(OCc3ccc(F)cc3)c2)cc1,0.1,-3.2,-2.2,18.3,-7.2,7.6,-41.1,-0.8,0.3,3.4,-5.3
Cc1ccc(C(=O)N2CCc3ccccc32)cc1NC(=O)c1ccco1,-6.9,8.9,0.0,10.9,16.3,1.5,3.7,-0.3,-2.6,0.5,-6.0
COc1ccc(C(=O)N(Cc2ccco2)Cc2cc3cc(C)ccc3[nH]c2=O)cc1OC,17.0,-4.4,-1.7,18.5,3.1,-4.2,-5.5,0.1,0.8,-8.2,12.6
CCn1cc(C(=O)N2CCN(c3ccccn3)CC2)c2cc(OC)c(OC)cc2c1=O,1.9,-4.9,-1.9,8.8,0.5,2.7,16.8,1.7,2.2,-5.0,3.6
O=C(O)CS(=O)(=O)CC(=O)O,6.1,-4.6,-2.8,17.0,1.9,5.9,-4.4,-1.1,0.9,-6.2,5.9

smiles,Cardio protect,CaV13 ICDI inh,m5-HT2A agonist,Peg3 prom inh,MITF TRPM1 inh,HIF-2a block,NR2E3 ag-1,iPSC survival up,NR2E3 ag-2,PDI inh,Shn3 3UTR inh
Cc1ccc(/C=N/NC(=O)Cn2cnc3ccccc32)o1,0.4,-4.2,-1.5,-1.3,11.2,20.1,11.9,3.9,-3.1,4.0,-0.5
COC(=O)c1scc(C)c1NC(=O)c1cccc(C#N)c1,0.1,/,6.0,5.6,-0.6,-1.2,-11.6,-0.4,0.7,-3.6,-14.6
Cc1occc1C(=O)Nc1cccc2ccccc12,-12.8,-2.6,-2.0,-238.8,-40.6,-183.9,-142.7,1.6,3.8,1.4,-57.0
CC(=O)c1ccccc1NC(=O)COC(=O)/C(=C/c1ccccc1)n1nnnc1C,10.0,-10.5,-1.8,9.4,9.3,29.8,17.0,-0.3,-1.0,19.4,-19.8
Cc1cc2ncn(N)c2cc1C,-4.5,-4.5,2.6,-2.0,1.4,12.2,-1.7,-0.4,-3.0,3.7,-4.3
COc1ccc(C(C)=O)cc1CSc1nnc(-c2ccncc2)n1C,6.2,-2.7,-1.9,17.5,-0.6,12.0,17.7,0.3,4.0,3.6,3.6
CCN1C(=O)[C@H]2[C@H]3CN=C(SCc4ccc(Cl)cc4)N3[C@@](Cc3ccccc3)(C(=O)OC)[C@H]2C1=O,14.5,-5.5,-1.2,20.6,2.6,4.2,-24.2,1.2,/,4.6,-3.9
COc1ccc(CCCNC(=O)C2Cc3c(-c4ccccc4)ccnc3O2)cc1 (stereo unspecified),16.2,-4.4,-1.3,18.2,/,8.7,18.6,-0.1,/,9.8,5.3
O=C(CSC(=S)N1CCCCC1)Nc1ncc2c(n1)CCCC2=O,0.6,-5.4,1.5,2.9,4.4,-7.6,-4.2,-0.1,-2.1,17.3,-1.6
CCOC(=O)CSc1nc2ccc(NC(C)=O)cc2s1,5.8,-7.8,-4.2,3.1,0.1,5.8,-11.1,-3.4,3.0,-1.4,15.9
CS(=O)(=O)N1CCN(c2nc(-c3ccccc3)cs2)CC1,-5.3,-4.9,3.2,-83.1,-36.1,-109.7,-27.7,-0.8,0.4,-1.3,-15.1
